LmPK inhibitor: blocks Leishmania mexicana pyruvate kinase activity | Q27686 | purified LmPK, Kinase-Glo ATP luminescence, 1 h | Potency, µM (top dose mostly 57.5 µM), inactives show at the top dose activity change, negative = inhibition, usual class: inhibitors | hit rate 0.37% among 290,000; also: potency is read from the fitted curve at half-maximal effect
Target sequence (Q27686 whole entry, looked up): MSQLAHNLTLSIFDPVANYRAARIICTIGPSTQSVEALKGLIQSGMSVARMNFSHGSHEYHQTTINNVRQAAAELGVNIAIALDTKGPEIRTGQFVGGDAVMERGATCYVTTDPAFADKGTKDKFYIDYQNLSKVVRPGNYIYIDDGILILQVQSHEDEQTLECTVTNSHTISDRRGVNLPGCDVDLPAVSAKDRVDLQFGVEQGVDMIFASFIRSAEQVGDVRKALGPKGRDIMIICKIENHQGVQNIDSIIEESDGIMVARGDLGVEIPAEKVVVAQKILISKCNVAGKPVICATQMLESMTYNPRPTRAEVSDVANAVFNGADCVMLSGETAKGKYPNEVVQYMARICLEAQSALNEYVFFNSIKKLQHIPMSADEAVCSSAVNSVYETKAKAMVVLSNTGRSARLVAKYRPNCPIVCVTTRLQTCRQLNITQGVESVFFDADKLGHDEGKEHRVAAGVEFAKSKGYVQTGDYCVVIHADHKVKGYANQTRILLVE
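Purified LmPK (0.1 nM) with 0.5 mM PEP and 0.1 mM ADP in imidazole buffer pH 7.2 with MgCl2/KCl, 1 h at room temperature. ATP formed was read by luciferase luminescence and normalized to no-enzyme and uninhibited controls.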
AmpC inh detg: inhibitors of E. coli AmpC beta-lactamase with detergent; AmpC hydrolysis of nitrocefin, absorbance 480 nm, 0.01% Triton; Potency, µM (highest dose often 114 µM), for inactives: top-dose activity change, negative = inhibition, hits mostly inhibitors; hit rate 0.041% among 370,000;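 also: potency is read from the fitted curve at half-maximal effect; 0% = no-compound wells and -100% = no-enzyme wells; nearly all actives have a fitted effect of over 25% in size; some results filed as inactive show a strong effect at the top dose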
Target sequence (P00811 whole entry, looked up): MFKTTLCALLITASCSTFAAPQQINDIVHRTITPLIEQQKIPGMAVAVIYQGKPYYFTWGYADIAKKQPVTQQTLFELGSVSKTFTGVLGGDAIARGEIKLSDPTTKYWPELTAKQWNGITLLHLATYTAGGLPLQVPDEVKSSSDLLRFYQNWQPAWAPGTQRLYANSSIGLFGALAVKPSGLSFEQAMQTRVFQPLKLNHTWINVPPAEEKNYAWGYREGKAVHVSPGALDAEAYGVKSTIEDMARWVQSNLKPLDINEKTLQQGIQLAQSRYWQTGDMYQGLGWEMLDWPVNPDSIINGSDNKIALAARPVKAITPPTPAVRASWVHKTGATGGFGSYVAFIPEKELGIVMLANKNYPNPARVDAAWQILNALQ
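20 mM phosphate pH 7.0 + 0.01% (detergent screen) or 0.0001% Triton X-100; 5.3 nM AmpC reagent; cpd preinc 15 min RT; nitrocefin (800 uM stock) to start; A480 q20 s × 4 min; Activity was normalised to no-enzyme and no-compound control wells.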
HCMV antiviral: blocks human cytomegalovirus replication; activity change, negative = inhibition, % at 57.5 µM; HFF cells, HCMV-luciferase reporter, 72 h; stronger effect = lower value; hit rate 4.5% among 410,000; in the data active = activity change below about -60%; inconclusive = no clear call, values can overlap the other calls; inactive = above about -39%
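Inhibition of viral replication was scored as loss of reporter luminescence in HFFs infected with HCMV-luciferase (MOI 1 PFU/cell) for 72 h; compounds tested at 2 doses, normalized to buffer and Salinomycin controls.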
Sm TGR inh: blocks Schistosoma mansoni thioredoxin glutathione reductase | Q962Y6 | purified TGR, DTNB reduction, TNB absorbance 405 nm | Potency, µM (highest dose often 114 µM), for the others: at the highest dose activity change, negative = inhibition, usual class: inhibitors | hit rate 3% among 360,000 | AID 485364; also: potency is read from the fitted curve at half-maximal effect; nearly all actives have a fitted effect of over 60% in size
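TGR 20 nM + NADPH 100 uM (dispensed conc.), cpd preinc 15 min RT; start with NADPH (500 uM addition) then DTNB (15 mM addition). Kinetic TNB absorbance, 405 nm filter. Four-parameter Hill fit across titration.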
AmpC inh no detg: inhibitors of E. coli AmpC beta-lactamase without detergent; P00811; AmpC nitrocefin hydrolysis, absorbance 480 nm, 0.0001% Triton; Potency, µM (doses to about 57.1 µM), for inactives: top-dose activity change, negative = inhibition, usual class: inhibitors; hit rate 0.52% among 330,000;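 also: potency is read from the fitted curve at half-maximal effect; plate controls were no compound for no effect and no enzyme for full effect; nearly all actives have a fitted effect of over 20% in size; some results filed as inactive show a strong effect at the top dose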
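AmpC (5.3 nM in the dispensed reagent) in 20 mM phosphate pH 7.0 with 0.01% (detergent screen) or 0.0001% Triton X-100 was preincubated with compounds for 15 min at room temperature. Nitrocefin was then added from an 800 uM solution, and hydrolysis was followed at 480 nm.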
TbPYK inhibitor: blocks Trypanosoma brucei pyruvate kinase; Q57TT1; TbPYK enzyme, Kinase-Glo Plus ATP luminescence, 45 min; Potency, µM (series often up to 76.8 µM), without a hit: at the highest dose activity, negative = inhibition, hits mostly inhibitors; hit rate 0.12% among 410,000; AID 624173; also: potency is read from the fitted curve at half-maximal effect; nearly all actives have a fitted effect of over 50% in size
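Glycolytic pyruvate kinase of T. brucei was incubated with substrate, test compound and 130 uM ADP for 45 minutes at room temperature. Luminescent Kinase-Glo Plus signal was measured after 10 minutes.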
AMA1-RON2 inh: AMA1-RON2 (P. falciparum) interaction inhibition | AlphaScreen AMA1-biotinylated RON2 peptide binding | hit rate 0.2% among 360,000 | Potency, µM (top dose mostly 58.2 µM), for inactives: top-dose activity change, negative = inhibition, usual class: inhibitors;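 also: potency is read from the fitted curve at half-maximal effect; 0% = vehicle wells and -100% = peptide control; nearly all actives have a fitted effect of over 45% in size; some results filed as inactive show a strong effect at the top dose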
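AMA1 (3D7) with his tag at 25 nM final met compounds first, then biotinylated RON2 peptide at 25 nM; detection used donor plus acceptor beads, 10 µg/mL apiece, read by AlphaScreen after 30 min at room temperature.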
* marks the source's active call; other numbers are inactive results; ? = inconclusive; . = not tested or not shown; & = joins results of further samples; [ ] = remark or other dose. Unless noted, calls follow the shape of the dose curve; as a rule, active = well fitted curve in the direction sought with a large enough effect; inconclusive = small, poorly fitted or top-dose-only effect, or another doubt; inactive = no such curve, though single readings can be large; an effect the other way counts as inactive or inconclusive. Unless noted, % is scaled to controls: 0 for no effect and ±100 for the full control effect.

canonical_smiles	LmPK inhibitor	AmpC inh detg	HCMV antiviral	Sm TGR inh	AmpC inh no detg	TbPYK inhibitor	AMA1-RON2 inh
COc1ccc(OC(=O)NCCc2ccccc2)cc1	0%	5%	60	-2%	-22%	-1%	0%
CCOc1ccccc1OCc1nn2c(-c3ccc(C)cc3)nnc2s1	-12%	?	25	-8%	-6%	-21%	22%
c1cc[n+](CCCC[n+]2ccccc2)cc1	-8%	-7%	3	17%	-2%	-2%	16%
CC(=O)NS(=O)(=O)c1ccccc1	-4%	?	0	-3%	-14%	4%	-1%
CNc1cc(C(F)(F)F)nc(-c2ccccn2)n1	0%	-3%	18	-1%	-1%	11%	25%
C=CCN(CC(=O)Nc1c(C)cccc1CC)C(=O)SCCC	-2%	-12%	18	-11%	-42%	-2%	-6%
CCOC(=O)N1CCN(CC(=O)Nc2ccc(Oc3ccccc3)cc2)CC1	0%	-2%	-29	-17%	106%[activator]	3%	-1%
O=C(Cn1nc(-c2ccccc2)oc1=O)OCC(=O)c1ccccc1	.	.	-7	.	-13%	5%	-2%
CCOC(=O)C(CSCC(=O)c1ccc(Br)cc1)NC(=O)OC(C)(C)C (centres undefined)	2%	-2%	.	-14%	25%	.	.
CN(C)c1ccc(Cc2ccc(N(C)C)cc2)cc1	.	.	-18	.	.	-9%	14µM*
CCc1cccc(NC(=O)c2cc(S(=O)(=O)N3CCCCCC3)cn2C)c1	.	2%	11	6%	.	0%	.
CCOc1cccc(Oc2ccc(C(F)(F)F)cn2)c1	-7%	0%	12	-12%	-11%	-7%	15%
O=C(CCCc1ccccc1)Nc1ccnn1C1CCN(Cc2ccc(Cl)cc2)CC1	-3%	0%	?	-9%	142%[activator]	0%	1%
Cc1cc(C(F)F)n2nc(C(=O)Nc3cccc(C(F)(F)F)c3)nc2n1	-2%	-8%	-19	-9%	-18%	6%	3%
COCCN(CC(=O)NCC1CCCO1)C(=O)CCC(=O)Nc1cc(C)ccn1 (centres undefined)	-7%	-3%	30	-9%	-27%	-1%	45%[activator]
Cc1cc(C)n2nc(C(=O)Nc3cc(S(=O)(=O)N4CCCCC4)ccc3C)nc2n1	.	.	-32	.	-21%	0%	0%
CCN1CCN(Cc2c(OC)ccc3ccccc23)CC1	2%	?	-19	3%	-37%	4%	3%
CC1C(c2ccccc2)N(C)CCC12NC(=O)NC2=O (centres undefined)	3%	-2%	6	6%	-30%	2%	14%
O=C(NCC(c1ccc(F)cc1)N1CCOCC1)c1cc(F)c(F)c(F)c1F (centres undefined)	9%	1%	?	7%	31%	2%	40%[activator]
NC(=O)COc1ccc(Nc2nnc(-c3ccc(O)cc3)c3ccccc23)cc1	1%	-6%	-10	6%	-7%	2%	0%
CCCCn1c(N)c(N(Cc2ccccc2OC)C(=O)c2ccc(N3CCCC3=O)cc2)c(=O)[nH]c1=O	.	-3%	-3	1%	-10%	-5%	-16%
CC(=O)/C(N)=N/Nc1cccc(Cl)c1	2%	1%	-33	-3%	-19%	-3%	-6%
COc1ccc(OC)c(NC(=O)Nc2nc(C(N)c3ccccc3Cl)cs2)c1 (centres undefined)	.	.	54	.	.	0%	-5%
CC1(CCc2ccccc2)NC(=O)N(CC(=O)Nc2ccc3c(c2)OCCO3)C1=O (centres undefined)	5%	-14%	-2	-1%	-12%[11.4 µM]	-1%	6%
O=C(CC1C(=O)NCCN1Cc1ccccc1)NC1CCCCC1 (centres undefined)	.	.	6	.	.	-7%	16%
O=c1c2c(nc3cc(-c4ccccc4Cl)[nH]n13)CCS2	-12%	0%	11	.	-49%	2%	14%
C/C(=N\NC(=O)c1ccc(Cl)cc1)c1ccc2[nH]ccc2c1	-5%	1%	36	-4%	-38%	-3%	79%[activator]
Brc1ccccc1-c1nnc(COc2ncnc3ccccc23)o1	1%	-9%	12	-4%	-7%	-5%	10%
COCCn1nnnc1C(C(C)C)N1CCCC(C)C1 (centres undefined)	0%	4%	?	3%	-2%	0%	-3%
CCCCn1c(C23CC4CC(CC(C4)C2)C3)n[nH]c1=S	-15%	-10%	12	0%	-55%	6.3µM*	69%[activator]
COc1cccc(-c2ccc3c(N)c(C(=O)Nc4cc(F)ccc4F)sc3n2)c1	.	4%	3	3%	.	-1%	.
COc1ccc(-n2nc(C(=O)NCC(=O)NCCCN3CCN(C)CC3)c3ccccc3c2=O)cc1	12%	?	-23	2%	-10%	-3%	-6%
CCCOc1ccc(-c2c(C(=O)N/N=C/c3ccccc3)nnn2-c2nonc2N)cc1	2%	-5%	-39	-3%	-43%	5%	-4%
CN(Cc1ccc(OC(F)F)cc1)C(=O)c1cccc(S(=O)(=O)N2CCN(c3ccccc3)CC2)c1	.	.	-63*	.	.	-1%	-3%
Cc1ccc2nc(-c3ccc(C)c(NC(=O)Cc4ccccc4)c3)oc2c1	.	11%	38	9%	.	1%	.
CCNc1oc(COc2ccccc2F)nc1C#N	0%	?	-11	56µM*	-11%	2%	-5%

Single records, from the list above. Order of screens: LmPK inhibitor	AmpC inh detg	HCMV antiviral	Sm TGR inh	AmpC inh no detg	TbPYK inhibitor	AMA1-RON2 inh
Entry for `CC(=O)/C(N)=N/Nc1cccc(Cl)c1` : 2%	1%	-33	-3%	-19%	-3%	-6%
Entry for `NC(=O)COc1ccc(Nc2nnc(-c3ccc(O)cc3)c3ccccc23)cc1` : 1%	-6%	-10	6%	-7%	2%	0%
Entry for `c1cc[n+](CCCC[n+]2ccccc2)cc1` : -8%	-7%	3	17%	-2%	-2%	16%

Next compounds:
canonical_smiles	LmPK inhibitor	AmpC inh detg	HCMV antiviral	Sm TGR inh	AmpC inh no detg	TbPYK inhibitor	AMA1-RON2 inh
COc1cc(SC)ccc1C(=O)Nc1ccc(C)cc1	0%	5%	54	0%	-22%	0%	0%
CSCC[C@H](NC(=O)[C@@H]1Cc2ccccc2CN1)C(=O)NC1CCCC1	3%	3%	0	-26%	-6%	2%	51%[activator]
Cc1nn(C)c(Cl)c1S(=O)(=O)N[C@@H](c1ccccc1)[C@]1(C)C[C@H]1[C@@H](C)C(=O)Nc1ccc2ccccc2c1	0%	-3%	18	-4%	37%	-4%	-5%
CC(C)(C)C(=O)NC(=S)N1CCc2ccccc21	1%	0%	5	-8%	-19%	-10%	86%[activator]
CN(Cc1ccccc1)c1ncnc2sccc12	10%	-11%	0	-4%	-19%	0%	14%
Cc1ccc(S(=O)(=O)N2CCC(C(=O)Nc3ccncc3)CC2)cc1	.	-3%	0	-5%	-23%	2%	14%
COc1ccccc1NS(=O)(=O)c1cccc(NC(=O)NCCCl)c1	-5%	-5%	10	-7%	-5%	?	5%
CC1CCN(c2nc3c(c(=O)[nH]c(=O)n3C)n2CCSc2nc3ccccc3o2)CC1	5%	2%	.	5%	?	.	.
O=C(NCC(=O)N1CCN(c2ccccc2O)CC1)c1cccs1	.	6%	23	-2%	-1%	5%	-1%
C=CCn1c(SCC(=O)Nc2ccccc2OC)nnc1-c1ccco1	-6%	-3%	14	45µM*	-12%	.	.
O=C1c2ccccc2C(=O)C1(CO)c1ccc(OC(F)F)cc1	-11%	4%	0	-8%	-37%	1%	0%
Cn1cc(Br)c(C(=O)N2CCc3ccccc32)n1	-1%	0%	5	10%	-10%	4%	-3%
CCn1cc(C(=O)NCCC(C)C)c(=O)c2cc(S(=O)(=O)N3CCCCC3)ccc21	5%	-1%	.	0%	5%	-3%	-1%
O=C1CNC(=S)N1CCOc1ccccc1	3%	-4%	6	-2%	16%	1%	21%
C/C=C1\NC(=O)[C@H](CC(N)=O)N(C)C(=O)C([C@@H](C)O)NC(=O)C(CCCc2ccc(OC)cc2)NC(=O)[C@H](C(C)C)NC(=O)/C(=C\C)NC(=O)[C@H](O)[C@@H](C[C@@H](O)CCCCCCC)NC(=O)[C@H](C)NC(=O)CN(C)C(=O)[C@H](CCC(N)=O)NC1=O (some centres undefined)	.	.	23	.	.	-5%	-3%
CCc1nc(SCC(=O)Nc2nnc(CC)s2)c2c(=O)n(C)c(=O)n(C)c2n1	-10%	6%	-1	2%	-14%	34%[activator]	0%
COc1cc(C(=O)NCc2nnc(SCC(=O)Nc3c(C)cc(C)cc3C)o2)cc(OC)c1OC	-10%	-15%	3	-3%	20%	1%	-5%
Cc1noc(C)c1S(=O)(=O)NCc1ccc2c(c1)OCO2	-3%	?	27	-6%	-8%	2%	2%
CC1=C(C(=O)Nc2cccc(C(F)(F)F)c2)C(c2ccccn2)n2ncnc2N1 (centres undefined)	.	7%	19	3%	.	-1%	.
CC(=O)NC1CC2CCCC(C1)N2C(=O)Nc1ccc(Cl)cc1 (centres undefined)	.	.	-17	.	.	-3%	-9%
CN(Cc1cn(Cc2cccc(Cl)c2)nn1)C1CN(Cc2cn(Cc3cccc(Cl)c3)nn2)S(=O)(=O)C1 (centres undefined)	.	.	-24	.	.	0%	0%
CN(Cc1ccc2nsnc2c1)C(=O)C1CCC(=O)N(CCc2ccccc2)C1 (centres undefined)	.	.	?	.	.	0%	13%
Cc1ncc([N+](=O)[O-])n1Cc1cccc(F)c1	3%	1%	-12	1%	-7%	0%	9%
O=C(Nc1cc(Br)ccc1O)c1cnn2c(C(F)F)cc(C3CC3)nc12	-2%	-7%	-7	0%	?	-3%	0%
COc1ccc(CC(=O)Nc2nc(-c3cc(OC)ccc3OC)cs2)cc1	3%	8%	-23	18%	-19%	4%	?
CN(C)C(=O)c1cccc(-c2csc(N3CCC(C(N)=O)CC3)n2)c1	.	-2%	40	7%	-2%&-4%	-11%	.
COc1ccc(S(=O)(=O)Nc2cccc(-c3ccc(N4CCCCCC4)nn3)c2)cc1OC	4%	-2%&2%	38&30	5%&-2%	-9%	1%&1%	-9%
C[C@@H](C(=O)Nc1ccc2ccccc2c1)[C@H]1C[C@]1(C)[C@H](NC(=O)OCc1ccccc1)c1ccccc1	-1%	-11%	?	-7%	-43%	2%	-22%
O=C(COC(=O)c1cncc(Br)c1)NCc1ccc(Cl)cc1	5%	8%	25	7%	-16%	-2%	-4%
CCOC(=O)N1CCC(NC(=O)c2ccc3c(c2)N(Cc2ccccc2)CCS3)CC1	8%	9%	-22	1%	87%[activator]	3%	-12%

Compound activity as filed in PubChem.
